High-throughput results (PubChem BioAssay)
Sm TGR block – blocks Schistosoma mansoni thioredoxin glutathione reductase; hit rate 3% among 360,000; Q962Y6; AID 485364; purified TGR, DTNB reduction, TNB absorbance 405 nm; Potency, µM (titrated, usually from 114 µM), for the others: top-dose activity change, negative = inhibition, most hits filed as inhibitors; further: potency means the concentration at half of the fitted maximal effect; nearly all actives have a fitted effect of over 60% in size
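Kinetic colorimetric format: TGR-catalysed, NADPH-driven DTNB reduction monitored via TNB absorbance. Enzyme dispensed at 20 nM; compound exposure 15 min at room temperature before reaction start.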
AMA1-RON2 inh – disrupts binding of P. falciparum AMA1 to RON2. AID 720542. AlphaScreen AMA1-biotinylated RON2 peptide binding. hit rate 0.2% among 360,000. Potency, µM (titrated, usually from 58.2 µM), for the others: top-dose activity change, negative = inhibition, actives largely listed as inhibitors;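 further: potency means the concentration at half of the fitted maximal effect; 0% = vehicle wells and -100% = peptide control; nearly all actives have a fitted effect of over 45% in size; some results filed as inactive show a strong effect at the top dose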
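AMA1 (3D7) with his tag at 25 nM final met compounds first, then biotinylated RON2 peptide at 25 nM; detection used donor plus acceptor beads, 10 µg/mL apiece, read by AlphaScreen after 30 min at room temperature.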
Giardia FBPA inh – inhibitors of Giardia lamblia fructose-1,6-bisphosphate aldolase. purified Giardia FBPA. Potency, µM (top dose mostly 59.6 µM), without a hit: at the top dose activity, negative = inhibition, usual class: inhibitors. hit rate 0.71% among 290,000. AID 2451; further: potency means the concentration at half of the fitted maximal effect; nearly all actives have a fitted effect of over 55% in size
Target sequence (A8B2U2 whole entry, looked up): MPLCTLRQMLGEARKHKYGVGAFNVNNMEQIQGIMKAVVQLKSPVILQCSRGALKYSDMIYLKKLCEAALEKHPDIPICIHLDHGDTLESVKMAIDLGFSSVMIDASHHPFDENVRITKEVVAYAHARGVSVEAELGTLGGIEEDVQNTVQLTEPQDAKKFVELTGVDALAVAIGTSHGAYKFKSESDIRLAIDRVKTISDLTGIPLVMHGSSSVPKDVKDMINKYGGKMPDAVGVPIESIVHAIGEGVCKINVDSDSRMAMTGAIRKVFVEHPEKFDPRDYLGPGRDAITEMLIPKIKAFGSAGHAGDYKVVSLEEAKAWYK
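40 nM FBPA preincubated 10 min at RT with compound (up to 57.5 uM final), then substrate plus GAPDH/TPI/NAD/arsenate coupling and diaphorase/resazurin added. Fluorescence read after 20 min at RT, 525/598 nm.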
HCMV antiviral – blocks human cytomegalovirus replication | activity change, negative = inhibition, % at 57.5 µM | hit rate 4.5% among 410,000 | AID 1259415 | HFF cells, HCMV-luciferase reporter, 72 h; hits give low values; in the data active means activity change below about -60%; inconclusive means no clear call, values can overlap the other calls; inactive means above about -39%
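Steps: HFFs plated, 16 h 37C; compounds added; HCMV-luciferase added to MOI 1 PFU/cell; 72 h 37C; OneGlo reagent, 5 min room temperature; luminescence read, normalized to controls.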
AmpC no deterg – blocks E. coli AmpC beta-lactamase in detergent-free assay. hit rate 0.52% among 330,000. Potency, µM (highest dose often 57.1 µM), for inactives: at the top dose activity change, negative = inhibition, actives largely listed as inhibitors. P00811. AID 485341. AmpC nitrocefin hydrolysis, absorbance 480 nm, 0.0001% Triton;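 further: potency means the concentration at half of the fitted maximal effect; plate controls were no compound for no effect and no enzyme for full effect; nearly all actives have a fitted effect of over 20% in size; some results filed as inactive show a strong effect at the top dose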
Target sequence (P00811 whole entry, looked up): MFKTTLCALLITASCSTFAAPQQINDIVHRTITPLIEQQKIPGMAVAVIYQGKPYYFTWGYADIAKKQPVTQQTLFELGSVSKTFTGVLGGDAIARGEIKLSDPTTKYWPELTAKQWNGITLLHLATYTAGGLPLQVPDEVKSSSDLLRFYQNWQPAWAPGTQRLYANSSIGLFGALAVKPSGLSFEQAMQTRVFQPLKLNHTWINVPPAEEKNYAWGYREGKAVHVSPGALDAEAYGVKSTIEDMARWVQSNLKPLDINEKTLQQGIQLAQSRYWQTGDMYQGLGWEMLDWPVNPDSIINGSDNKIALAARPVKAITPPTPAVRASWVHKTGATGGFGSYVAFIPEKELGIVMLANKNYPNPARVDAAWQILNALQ
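20 mM phosphate pH 7.0 + 0.01% (detergent screen) or 0.0001% Triton X-100; 5.3 nM AmpC reagent; cpd preinc 15 min RT; nitrocefin (800 uM stock) to start; A480 q20 s × 4 min; Activity was normalised to no-enzyme and no-compound control wells.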
AmpC inh detg – inhibitors of E. coli AmpC beta-lactamase with detergent | P00811 | hit rate 0.041% among 370,000 | Potency, µM (titrated, usually from 114 µM), for the others: at the top dose activity change, negative = inhibition, usual class: inhibitors | AmpC hydrolysis of nitrocefin, absorbance 480 nm, 0.01% Triton | AID 485294;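 further: potency means the concentration at half of the fitted maximal effect; 0% = no-compound wells and -100% = no-enzyme wells; nearly all actives have a fitted effect of over 25% in size; some results filed as inactive show a strong effect at the top dose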
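20 mM phosphate pH 7.0 + 0.01% (detergent screen) or 0.0001% Triton X-100; 5.3 nM AmpC reagent; cpd preinc 15 min RT; nitrocefin (800 uM stock) to start; A480 q20 s × 4 min; Activity was normalised to no-enzyme and no-compound control wells.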
* = called active by the depositor; ? = inconclusive; nt = not tested or not shown; & = joins results of further samples; [ ] = dose if it differs, or a comment. Unless noted, the call rests on the fitted dose curve; in most records, active means well fitted curve in the direction sought with a large enough effect; inconclusive means small, poorly fitted or top-dose-only effect, or another doubt; inactive means no such curve, though single readings can be large; an effect the other way counts as inactive or inconclusive. Unless noted, on the % scale 0 is the no-effect control and ±100 the full control effect.

Under each structure: Sm TGR block | AMA1-RON2 inh | Giardia FBPA inh | HCMV antiviral | AmpC no deterg | AmpC inh detg
Cc1ccn2cc(CCNS(=O)(=O)c3ccc([N+](=O)[O-])cc3)nc2c1
 : 7% | -9% | 1% | 0 | -22% | 7%
CCCCNC(=O)C1CCCNC1=O (centres undefined)
 : 8% | -4% | 5% | -10 | -13% | -7%
COc1ccc2c(C)cc(SCC(=O)Nc3nsc(-c4ccc(C)cc4)n3)nc2c1
 : 12% | 31%[activator] | 3% | 23 | -12% | -19%
CC(Oc1ccc([N+](=O)[O-])cc1)C(=O)NCCCN1CCOCC1 (centres undefined)
 : 1% | -4% | nt | 17 | -14% | 5%
c1csc(-c2nnc(-c3ccc(N4CCOCC4)cc3)o2)c1
 : -4% | 26% | -4% | 104 | -11% | -9%
O=C(c1sccc1Cl)N1CCN(Cc2ccc3c(c2)OCO3)CC1
 : -10% | 17% | 4% | 31 | 14% | 0%
COc1ccc(CNC(=O)CCSCc2cccc(F)c2)cc1
 : -3% | 1% | -4% | 18 | -11% | ?
COC(=O)CCCN=C1SCCN1Cc1ccccc1
 : 11% | 10% | 9% | 19 | -14% | -7%
COc1ccc(NS(=O)(=O)c2cc(C(=O)N3CCN(C(C)=O)CC3)ccc2Cl)cc1
 : -8% | -7% | 5% | -19 | -24% | -8%
O=C(O)c1ccc(N2C(=O)/C(=C/C=C/c3ccccc3)SC2=S)cc1
 : 6% | 7% | -14% | 73 | -23% | 9%
Cn1c(=O)nc2n(-c3ccc(Br)cc3)c3cccc(Cl)c3cc-2c1=O
 : -3% | nt | nt | -1 | nt | 3%
COc1cc(OC)c(C(=O)NCCCN2CCOCC2)cc1OC
 : -2% | 24% | 1% | 71 | -9% | -4%
C#CCOCCOCCOCCNc1nc(N2CCN(C(=O)C(Cc3cc4ccccc4[nH]3)n3cc(C(N)C(C)CC)nn3)CC2)nc(N2CCN(C(=O)C(Cc3cc4ccccc4[nH]3)n3cc(C(N)C(C)CC)nn3)CC2)n1 (centres undefined)
 : -35% | -22% | -24% | nt | 179%[activator] | -4%
Clc1ccc(-n2nnnc2CN2CCOCC2)cc1Cl
 : 1% | -3% | 3% | -25 | -4% | ?
O=C(O)c1cnn(-c2ccccc2)c1C(F)(F)F
 : -2% | -4% | 6% | -80* | -25% | 8%
Cc1ccc(C(=O)Nc2nc(C)c(C(=O)N(C)C)s2)o1
 : -1% | -7% | -9% | 85 | -20% | ?
COc1ccc(C)cc1NC(=S)N1CCN(S(C)(=O)=O)CC1
 : 6% | -15% | -1% | -13 | -21% | 7%
Cc1ccc(N2C(=O)[C@@H]3[C@H](C2=O)[C@H]2C=CC=NN2[C@@H]3C(=O)Nc2ccc(Cl)cc2)cc1
 : -35% | -18% | -19% | 42 | 18% | -3%
O=C(Cc1csc2ccccc12)NCc1ccc(F)cc1
 : -2% | nt | nt | -5 | nt | 22%
COc1ccc(O)c(-c2cc(-c3ccccc3Cl)[nH]n2)c1
 : -5% | 49%[activator] | 12% | 159 | -44% | ?

Entries above that have a nitro group on carbon:
Under each structure: Sm TGR block | AMA1-RON2 inh | Giardia FBPA inh | HCMV antiviral | AmpC no deterg | AmpC inh detg
Cc1ccn2cc(CCNS(=O)(=O)c3ccc([N+](=O)[O-])cc3)nc2c1
 : 7% | -9% | 1% | 0 | -22% | 7%
CC(Oc1ccc([N+](=O)[O-])cc1)C(=O)NCCCN1CCOCC1 (centres undefined)
 : 1% | -4% | nt | 17 | -14% | 5%

Additional results follow.
Under each structure: Sm TGR block | AMA1-RON2 inh | Giardia FBPA inh | HCMV antiviral | AmpC no deterg | AmpC inh detg
COc1ccccc1N1C(N)=NC(N)=NC1(C)C
 : 4% | 11%&19% | -1% | -22&-13 | -5% | -1%
Cc1ccc(S(=O)(=O)N(C)C)cc1NC(=O)COC(=O)C1CC(=O)N(c2ccc3c(c2)OCCO3)C1 (centres undefined)
 : 1% | -20% | nt | -18 | 22% | 6%
O=C1C2CCc3ccccc3C2N1c1ccccc1 (centres undefined)
 : -20% | -4% | nt | 26 | -27% | 1%
Cn1cnnc1SCC(=O)Nc1cccc(S(=O)(=O)N2CCOCC2)c1
 : -1% | -2% | -1% | -18 | -22% | -1%
CCN(CC)CCNC(=O)c1ccc2c(c1)ncn2C1CCCCC1
 : -2% | 14% | -5% | -12 | -5% | -4%
COC(=O)c1ccc(NC(=O)Nc2ccc(F)cc2)cc1
 : 2% | 2% | -3% | 40 | -37% | -17%
Cc1ccccc1-n1c(C)cc(/C=C2/C(=O)NC(=O)N(Cc3ccco3)C2=O)c1C
 : -21% | -5% | -3% | -3 | -50% | -9%
COc1ccc(Br)cc1C(=O)Nc1ccccc1-c1ccccc1
 : 8% | 22% | 0% | 50 | -22% | 9%
CCS(=O)(=O)Nc1ccc(-c2nnc(SCC(=O)OC)o2)cc1
 : 14% | -7% | 6% | -23 | -14% | ?
CN(C)c1ccc(NC(=O)Cn2cc3c(n2)CCCC3)cc1
 : -26% | ? | -14% | -99* | -8% | ?
Cc1ccc(/C=C2\SC(N3CCN(C(c4ccccc4)c4ccccc4)CC3)=NC2=O)o1
 : 35µM* | ? | ? | -28 | -11% | -5%
CN(Cc1ccccc1)C(=O)c1ccc(CSc2nc3cccnc3n2Cc2ccccc2)cc1
 : 4% | nt | nt | -71* | nt | 18%
Cc1ccc(SCC2(O)CCN(S(=O)(=O)c3ccc(Cl)cc3)CC2)cc1
 : 6% | 2% | 1% | 2 | -23% | ?
Cc1ccc(C)c(N2CCN(C(=O)c3ccc(Cn4c(=O)[nH]c5ccccc5c4=O)cc3)CC2)c1
 : 0% | -16% | 1% | 10 | 20% | -2%
COc1ccc(-c2cc(C(=O)NCc3cn(C)nc3C)c3ccccc3n2)cc1OC
 : -10% | 28% | 11% | 19 | 123%[activator] | -9%
Cn1ccc2cc(S(=O)(=O)N3CCN(C(=O)Nc4cccc(F)c4)CC3)ccc21
 : 3% | nt | nt | -9 | nt | 9%
O=C(/C=C\c1cn(-c2ccccc2)nc1-c1cccs1)N1CCOCC1
 : -19% | -12% | 1% | -6 | 141%[activator] | -10%
CC(=O)Nc1nc2ccccc2n1Cc1ccccc1C
 : -10% | ? | -16% | ? | -23% | -13%
COc1ccccc1N1CCN(Cc2cc(Br)c(O)c3ncccc23)CC1
 : 3.2µM* | -50% | ? | -95* | -17% | -15%
Cc1cccc(N2CCN(S(=O)(=O)c3ccc4c(c3)CC(C)N4C(=O)C3CC3)CC2)c1C (centres undefined)
 : -10% | 1% | 6% | -61* | 3% | -14%
COc1cc(C(=S)N2CCOCC2)cc(OC)c1OC(=O)Cc1ccccc1
 : 8% | -6% | -7% | 36 | 68%[activator] | 3%
CC1(C)CC(=O)c2cnc(NCc3ccco3)nc2C1
 : -20% | -5% | 3% | 23 | -16% | ?
O=C(Nc1ccccc1C(=O)NC1CC1)c1ccccc1
 : -16% | 0% | nt | 22 | -7% | 8%
CC(C)n1c(SCC(=O)Nc2ccc(F)cc2)nnc1C1CC1
 : 5% | 3% | -8% | -28 | -6% | ?
O=C(NCCc1cccc(Cl)c1)c1cccc(-n2cnnn2)c1
 : 1% | 49%[activator] | nt | -17 | -19% | ?
CCSc1ncc(Cl)c(C(=O)Nc2nc3ccc(OC)cc3s2)n1
 : -4% | nt | nt | -15 | nt | -14%
COc1ccc(-n2cc(-c3ccccc3)c3c(NCCc4ccc(OC)c(OC)c4)ncnc32)cc1
 : 4% | nt | nt | ? | nt | -5%
O=c1[nH]c(=O)n(CCc2ccc(F)cc2)c(O)c1C=NCCCn1ccnc1
 : -10% | -7% | 4% | -27 | -35% | ?
O=C(NCCc1ccccc1)c1c(F)c(F)c(F)c(F)c1F
 : -3% | 17% | 6% | ? | -8% | -7%
CCNc1c(NS(=O)(=O)c2ccc([N+](=O)[O-])cc2)c(=O)oc2ccccc12
 : -5% | -6% | 0% | ? | -12% | 3%
COCCNC(=O)CN(C(=O)CCC(=O)Nc1nccs1)c1ccc2c(c1)OCO2
 : 1% | 9% | 10% | 0 | 1% | 5%
Cc1cccc2c(C(=O)N3CCN(c4ccccc4)CC3)cc(-c3ccncc3)nc12
 : 1% | -7% | nt | ? | 117%[activator] | -10%
COCCN1C(=O)c2ccccc2C(C(=O)NCc2ccco2)C1c1c[nH]c2ccccc12 (centres undefined)
 : 5% | -1% | 5% | 1 | 94%[activator] | -4%
Cn1c(Cn2c(=O)sc3ccccc32)nnc1SCC(=O)NCc1ccco1
 : -25% | 15% | -1% | -27 | -8% | -1%
COc1ccc(S(=O)(=O)NC(C(C)C)C(C)C)cc1OC
 : 5% | -7% | 2% | 61 | -9% | ?
Cn1c(=O)n(C)c2cc(N3CCOCC3)c(NC(=O)c3ccccc3Br)cc21
 : -13% | nt | nt | -7 | nt | 0%
O=C(NCC1CCCO1)c1ccc(NC(=O)C2C3C=CC(C3)C2C(=O)O)cc1 (centres undefined)
 : 2% | -5% | 4% | 6 | -12% | ?
CCNC(=S)N1CCC(C(N)=O)CC1
 : 11% | -5% | -3% | 0 | -4% | 7%
Fc1ccc(COc2ccccc2CNCc2ccncc2)cc1
 : 1% | -5% | -15% | ? | -14% | -10%
CS(=O)(=O)Cc1ccc(C(=O)NC2CCSc3ccccc32)cc1 (centres undefined)
 : -3% | -3% | -2% | 12 | -14% | ?
O=C(Nn1cnnc1)C1Cc2ccccc2CN1S(=O)(=O)c1ccc(F)cc1 (centres undefined)
 : 4% | 1% | 6% | 42 | -3% | -5%
COc1ccc(-c2cc(C(=O)Nc3sc4c(c3C#N)CCCC4)c3ccccc3n2)cc1OC
 : -14% | -8% | 4% | 32 | 1% | -16%
O=C(NNC(=O)c1ccc[nH]1)Nc1cccc(C(F)(F)F)c1
 : 0% | 55%[activator] | 4% | -24 | -24% | -6%
CCOC(=O)C1=CNS(=O)(=O)NC1c1ccccc1 (centres undefined)
 : nt | 16% | nt | -17 | -19% | nt
Cc1ccc(C(O)CN2C3=NCCN3c3ccccc32)cc1 (centres undefined)
 : 11% | 1% | 2% | -38 | -1% | ?
Cc1ccc(NC(=O)COc2ccccc2)cc1S(=O)(=O)N1CCCCCC1
 : -1% | 3% | nt | 16 | -20% | ?
Cc1c(CCO)c(=O)[nH]n1C(=O)c1c(F)cccc1F
 : 5% | 19% | -1% | 10 | -16% | -1%
CCOc1cccc2sc(N(CCN(C)C)C(=O)c3cc4ccccc4cc3OC)nc12
 : -14% | -23% | -20% | -39 | 188%[activator] | -6%
CCOc1cc(N2CCOCC2)c(OCC)cc1NC(=O)c1ccc(=O)n(Cc2ccccc2)n1
 : 8% | nt | -13% | nt | -7% | -14%
C/C(=N\NC(=O)Cc1c(C)[nH][nH]c1=O)c1cccc(Br)c1
 : 7% | 116%[activator] | 5% | 23 | 1% | -4%
CCN(CC(=O)Nc1cc(Cl)ccc1C)C(=O)CCOc1ccc(C)cc1
 : -6% | 13% | nt | -24 | 58% | -4%
CC1=C/C(=N\N=C2\NC(=O)C(CC(=O)Nc3ccccc3)S2)CC(C)(C)C1 (centres undefined)
 : nt | 113%[activator] | 2% | 10 | 0% | -5%
CCCc1cc(=O)c2c(O)cccc2o1
 : 7% | 1% | 0% | -10 | -12% | 4%
